# From PubChem
# TGFb inhibitor: inhibitors of TGF-b signaling. AID 588855. 1.2% of 410,000 active. HepG2 CAGA-GFP TGF-b/SMAD3 reporter, GFP fluorescence, 18 h; TGF-beta stimulated, 500 pg/mL final. Potency, µM (doses to about 46.1 µM), without a hit: top-dose activity, negative = inhibition, hits mostly inhibitors; note: potency is the fitted concentration of half-maximal effect; % is set by controls: 0 for no effect and ±100 for the full control effect; nearly all actives have a fitted effect of over 65% in size
#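 TGF-beta reporter screen: HEPG2 CAGA-GFP, 1% FBS, 500 pg/mL TGF-beta final, 18 h; per-cell GFP summed per well; curves fitted and categorized by class.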
# A549 viability: A549 cytotoxicity, counter-screen for Nrf2 inhibitors; Potency, µM (titrated, usually from 46 µM), for the others: at the highest dose activity change, negative = cytotoxicity, most hits filed as inhibitors; 0.16% of 390,000 active; A549 ARE-Fluc cells, CellTiter-Fluor viability, 18-24 h; note: potency is the fitted concentration of half-maximal effect; % is set by controls: 0 for no effect and ±100 for the full control effect
#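 Cytotoxicity counterscreen: CellTiter-Fluor fluorescence was measured in A549 ARE_Fluc cells after 18-24 h of compound exposure in a concentration series. The subsequent BugLite luminescent read reports ARE-luciferase activity.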
# Nrf2 ARE act: Nrf2 pathway activation; AREc32 ARE-luciferase reporter (MCF7-derived line), luminescence, 24 h; Potency, µM (highest dose often 46.1 µM), inactives show top-dose activation, hits mostly activators; 0.31% of 410,000 active; AID 624171; note: potency is the fitted concentration of half-maximal effect; % of control where 0% means no effect; nearly all actives have a fitted effect of over 65% in size
#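 Cells of the AREc32 ARE-luciferase line are plated in OPTI-MEM containing 5% FBS and left overnight at 37 deg C. Compounds are pinned in, incubation continues 24 hr, and firefly luciferase signal is then measured.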
# Nrf2 inh: inhibitors of Nrf2 signaling | A549 ARE-Fluc reporter, luciferase luminescence, 18-24 h | Potency, µM (titrated, usually from 46 µM), without a hit: at the top dose activity change, negative = inhibition, usual class: inhibitors | 2.1% of 360,000 active; note: potency is the fitted concentration of half-maximal effect; % is set by controls: 0 for no effect and ±100 for the full control effect; nearly all actives have a fitted effect of over 60% in size
#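 Two sequential reads on A549 ARE_Fluc cells exposed to compound for 18-24 h: a CellTiter-Fluor fluorescence read for viability, then a luciferase luminescence read for Nrf2/ARE activity.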
# ATXN2 expr inh: ATXN2 expression inhibition. HEK-293 ATXN2-luciferase reporter, luminescence, 24 h. Potency, µM (top dose mostly 57 µM), without a hit: at the top dose activity change, negative = inhibition, most hits filed as inhibitors. 0.72% of 360,000 active; note: potency is the fitted concentration of half-maximal effect; % is set by controls: 0 for no effect and ±100 for the full control effect; nearly all actives have a fitted effect of over 55% in size
#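 ATXN2-luciferase reporter cells (luciferase flanked by upstream and downstream ATXN2 gene portions) were treated 24 h at 37 °C with compounds at up to 57 uM. SteadyGlo luminescence gave expression; GF-AFC fluorescence gave viability.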
# S2 tox: reduces viability in counter-screen for ATXN expression inhibitors | S2 cells (HEK-293 line with an ATXN2-luciferase reporter) viability, CellTiter-Fluor protease fluorescence, 24 h | Potency, µM (top dose mostly 56.7 µM), usual class: cytotoxic | AID 651635 | 0.49% of 400,000 active; note: potency is the fitted concentration of half-maximal effect; nearly all actives have a fitted effect of over 40% in size
# IL-1B inflam inh: inhibitors of inflammasome signaling (IL-1 beta secretion) | THP-1 LPS/ATP IL-1B secretion, AlphaLISA, 16 h; hits give low values | activity change, % at 57.5 µM | 4.7% of 360,000 active | AID 743279; in the data active = activity change below about -50%; inconclusive = mostly about -30% to -49%; note: % is set by controls: 0 for no effect and ±100 for the full control effect
#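 THP-1 cells pretreated 1 hr with compounds (up to 57.5 uM final), then stimulated with LPS (250 ng/mL final) plus ATP (1.25 mM final); secreted IL-1B measured by AlphaLISA after 16 hr, decreased signal indicating inhibition.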
# MCF10A rereplic: DNA re-replication induction in MCF 10a cells; AID 624296; 2.9% of 350,000 active; MCF 10A DNA re-replication, Hoechst nuclear intensity, 48 h; Potency, µM (titrated, usually from 46.1 µM), for inactives: top-dose activity, positive = re-replication, hits mostly activators; note: potency is the fitted concentration of half-maximal effect; % of control where 0% means no effect; nearly all actives have a fitted effect of over 50% in size
# HepG2 tox: counter-screen for TGF-b inhibitors: cytotoxicity in HepG2 cells. HepG2 CAGA-GFP viability, ATP luminescence, 18 h. Potency, µM (series often up to 46.1 µM), for inactives: at the top dose activity change, negative = cytotoxicity, hits mostly cytotoxic. 0.76% of 410,000 active. AID 588856; note: potency is the fitted concentration of half-maximal effect; some results filed as inactive show a strong effect at the top dose
#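 HepG2 CAGA-GFP cells (1000/well, DMEM with 1% FBS) received compound, then TGF-beta at 500 pg/mL final, and were incubated 18 hours at 37 degrees C. Viability was read by CellTiter-Glo luminescence. Media-only wells were set as complete cell-killing and DMSO as no toxicity.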
# Active calls of the source: *; i = inactive; ? = inconclusive; . = not tested or not shown; & = joins results of further samples; [ ] = another dose, or the depositor's remark. Unless noted, calls come from the whole dose curve; as a rule, active = well fitted curve in the direction sought with a large enough effect; inconclusive = small, poorly fitted or top-dose-only effect, or another doubt; inactive = no such curve, though single readings can be large; an effect the other way counts as inactive or inconclusive.
SMILES,TGFb inhibitor,A549 viability,Nrf2 ARE act,Nrf2 inh,ATXN2 expr inh,S2 tox,IL-1B inflam inh,MCF10A rereplic,HepG2 tox
CCOc1ccc(NC(=O)Cn2cc(C(=O)c3ccccc3)c3ccccc32)cc1,?,-7%,0.7%,-10%,.,.,.,.,-29%
CN1CCC(c2c[nH]c3ccc(O)cc23)CC1,16%,-4%,-1.0%,-2%,2%,i,0,12%,2%
CC(=NCCCN1CCOCC1)c1c(O)[nH]c(=O)[nH]c1=O,7%,0%,0.3%,18%,-2%,i,4,0%,-13%
COc1ccccc1-n1c(O)c(/C=N/N2CCCCC2)c(=O)n(-c2ccccc2OC)c1=S,6%,-10%,0.5%,1%,2%,?,5,?,41%
CC(C)OC12Oc3ccccc3C=C1N1CCC2CC1 (centres undefined),-4%,-3%,-0.3%,?,1%,i,18,-6%,4%
C[C@@H]1CN(C2CCC(C#N)(c3ccc(F)cc3)CC2)CC[C@]1(C(=O)O)c1ccccc1 (some centres undefined),7%,-8%,-0.8%,28%,14%&14%,i,27,-1%,4%
C[N+]1=C(/C=C/Nc2ccccc2)C(C)(C)c2ccccc21,-6%,?,3.3%,?,-19%,i,-81*,10%,-15%
COc1ccc(OC)c(CN2CCN(C(=O)COc3cccc(C)c3)CC2)c1,-24%,-3%,-0.3%,8%,3%,i,-4,2%,0%
Cc1ccc(NC(=O)C2CCN(C(=O)c3cnn(-c4ccccc4)c3-n3cccc3)CC2)cc1Cl,14µM*,-24%,-0.4%,?,?,?,.,.,-27%
COc1ccccc1CCNCc1ccc(OC)c(OC)c1OC,6%,8%,-0.3%,-15%,-38%,i,?,1%,-32%
COc1cccc(-c2nc(CS(=O)CC(=O)N3CCC4(CC3)OCCO4)c(C)o2)c1 (centres undefined),-1%,.,1.8%,2%,-5%,i,11,0%,-18%
O=C1NC(=O)C(=Cc2ccc3ccccc3c2)C(=O)N1,7%,?,0.1%,9%,.,i,?,4%,-14%
C/C(=N\NC(=O)c1ccccc1O)c1c(O)n(Cc2ccccc2)c(=O)[nH]c1=O,-17%,-3%,-0.2%,17%,.,i,0,0%,-1%
CCOC(=O)[C@]12Cc3ccc(C)cc3[C@H]1N(C1CCCCC1)C(=O)c1cc(OC)ccc12,.,.,-4.1%,.,4µM*,4.5µM*,-116*,.,.
O=C1NCN(c2ccccc2)C12CCN(C(c1cccs1)c1nnnn1-c1ccc3c(c1)OCCO3)CC2 (centres undefined),13µM*,.,-1.1%,.,-23%,?,-3,.,21%
CC(C)n1c(=O)c(C=Nc2ccc(S(N)(=O)=O)cc2)c(O)n(Cc2ccco2)c1=O,0%,0%,2.5%,-13%,-1%,i,-3,12%,4%
Cc1ccc(-c2ccc(=O)n(CC(=O)N3CCC4(CC3)OCCO4)n2)cc1,0%,-4%,-0.8%,-9%,-10%,i,21,-3%,0%
Cc1c(O)ccc(C(=O)CN2CC(C)OC(C)C2)c1O (centres undefined),-4%,-6%,-0.6%,-2%,.,i,10,8%,-15%
Cc1cccc(-c2nn3c(=O)cc(CN4CCN(C(=O)COc5ccc(Cl)cc5)CC4)nc3s2)c1,?,3%,?,.,3%,i,.,.,-16%
O=S(=O)(c1cccc(C(F)(F)F)c1)N1Cc2ccccc2-n2nncc2C1,6%,.,-0.8%,.,-15%,i,15,.,2%
NN=C1C(Cl)=C(Cl)C(Cl)=C1Cl,0%,.,?,.,.,i,?,.,-22%
O=C(NC1CC1)c1cn(Cc2ccccc2)nc1-c1ccccc1,-1%,-4%,0.3%,-5%,9%,i,-4,-28%,16%
[N-]=[N+]=NCCN1CCC(O)CCC1=O (centres undefined),-2%&1%,-3%,-0.2%,10%,13%,i,12,-15%,6%&4%
CC1=NN(c2ccccc2)C(=O)C1/C=C1\C(=O)NC(=O)N(c2cc(C)cc(C)c2)C1=O (centres undefined),11%,-12%,2.7%,9%,3%,i,-9,0%,4%
CCC(C)C12CN3CCN(CC(C)(C3)C1O)C2 (centres undefined),4%,4%,0.1%,0%,1%,i,-8,4%,-17%
# Next part:
SMILES,TGFb inhibitor,A549 viability,Nrf2 ARE act,Nrf2 inh,ATXN2 expr inh,S2 tox,IL-1B inflam inh,MCF10A rereplic,HepG2 tox
COCC(C)NC(=O)c1cc2cccc([N+](=O)[O-])c2[nH]1 (centres undefined),-13%,1%,?,5%,-3%,i,15,-2%,-17%
COc1ccc(C)cc1NC(=O)C1CCN(S(=O)(=O)c2ccc3[nH]c(=O)oc3c2)CC1,-8%,-1%,-0.3%,?,-3%,i,.,.,-34%
Cc1ccc2c(c1)C(c1ccccc1)=NCC(=O)N2,8%,-1%,0.1%[9.22 µM],11%,-10%,i,27,-14%,4%
Cc1ccc(-c2nn(C)c(=O)c3ccccc23)cc1CNC(=O)/C=C/c1ccccc1,-5%,-18%,2.6%,?,-6%,i,-20,10%,-12%
OC(CN1CCC(c2c[nH]c3ccccc23)CC1)C(F)(F)F (centres undefined),4%,0%,-0.9%,-14%,.,i,-18,14%,-19%
COC(=O)C1=C(c2ccc(C(C)=O)cc2)C[C@@H]2CC[C@H]1N2C(=O)N1CCC(O)(c2ccc(Cl)cc2)CC1,-25%,-16%,5.6%,23µM*,?,?,-16,-2%,-16%
CCc1ccc(NC(=O)CCNC(=O)N2C[C@H]3C[C@@H](C2)c2cccc(=O)n2C3)cc1,6%,10%,0.7%,4%,18%,i,2,7%,-9%
O=C1/C(=C\c2ccncc2)N2CCC1CC2,3%,?,4.6%,?,.,i,-5,9%,-30%
COc1ccc(C)cc1NC(=O)c1cccn(Cc2cccc([N+](=O)[O-])c2)c1=O,4%,17%,-0.1%,.,-1%,i,.,.,-34%
CN(c1ccc(O)cc1)c1ccc([N+](=O)[O-])c2nonc12,-27%,.,3.4%,.,.,.,-14,.,-18%
Cc1cc(NC(=O)CCl)no1,?,?,?,16µM*,5%[11.3 µM],?,-100*,?,-37%
COP(=S)(OC)c1c(C)nn(CCC#N)c1NC(=O)c1ccc(Cl)cc1,10%,-5%,0.1%,3%,-6%,i,4,2%,8%
Cn1c(=O)c2c(ncn2CCCl)n(C)c1=O,-6%,-9%,-1.0%,9%,-2%,i,5,-6%,-18%
Cc1ccc(N)c(C(=O)c2ccccc2)c1,-2%,-2%,0.1%,-2%,1%,i,21,3%,-12%
CC(NS(=O)(=O)OCC(Cl)(Cl)Cl)c1ccccc1 (centres undefined),11%,1%,-1.5%,-3%,-2%,i,0,-9%,2%
CCc1cccc2c(C#N)cn(CC(=O)N3CCOCC3)c12,5%,0%,-0.7%,8%,-12%,i,-5,16%,-81%
CN(C)c1cc[n+](CC(O)C[n+]2ccc(N(C)C)cc2)cc1,0%,-6%,0.5%,-6%,9%,i,5,-3%,7%
N=C1c2ccccc2CN1c1ncccn1,-3%,2%,-0.2%,?,-10%,i,-16,6%,15%
COC(=O)C1=C(c2ccccc2)C[C@@H]2CC[C@H]1N2C(=O)NCC1CC1,3%,2%,-0.6%,-26%,3%,i,34,?,-6%
Cc1cccc(N2CCC3(CC2)C(=O)NC(=O)NC3=O)c1,0%,3%,0.5%,9%,-4%,?,2,-4%,0%
COC(=O)C1=C(c2c(C)noc2C)C[C@@H]2CC[C@H]1N2C(=O)N1CCOCC1,?,0%,-0.8%,1%,11%,i,11,2%,3%
Nc1ccccc1C(=O)OCC(=O)Nc1ccc(Br)cc1F,-8%,4%,4.5%,.,48%[activator],i,3,0%,-16%
CCc1ccc(N2C(=O)NC(=O)/C(=C\C=C\c3ccco3)C2=O)cc1,?,?,8.0%,?,.,10µM*,-96*,23µM*,-33%
O=C(O)c1ccc(NC(=O)N2C[C@H]3C[C@@H](C2)c2cccc(=O)n2C3)cc1,2%,2%,0.2%,5%,2%,i,11,?,-1%
Cc1ccccc1NC(=NCCCN1CC1)Nc1ccccc1C,-17%,13µM*,-0.4%,-19%,?,.,?,21µM*,-20%

# Fetched one by one from the entries so far (2):
SMILES,TGFb inhibitor,A549 viability,Nrf2 ARE act,Nrf2 inh,ATXN2 expr inh,S2 tox,IL-1B inflam inh,MCF10A rereplic,HepG2 tox
COc1ccc(C)cc1NC(=O)c1cccn(Cc2cccc([N+](=O)[O-])c2)c1=O,4%,17%,-0.1%,.,-1%,i,.,.,-34%
CC(NS(=O)(=O)OCC(Cl)(Cl)Cl)c1ccccc1 (centres undefined),11%,1%,-1.5%,-3%,-2%,i,0,-9%,2%

# Going on with the list:
SMILES,TGFb inhibitor,A549 viability,Nrf2 ARE act,Nrf2 inh,ATXN2 expr inh,S2 tox,IL-1B inflam inh,MCF10A rereplic,HepG2 tox
CCOc1ccc(NC(=O)N2C[C@H]3C[C@@H](C2)c2cccc(=O)n2C3)cc1,46%[activator],0%,-1.0%,13%,7%,i,25,-1%,2%
O=C(Cc1cc(=O)[nH]c(=O)[nH]1)N1CCN(CCO)CC1,-4%,2%,-0.5%,12%,4%,i,2,-3%,-9%
CCCOc1ccc(N2C(=O)CC(N3CCC(O)(c4cccc(C(F)(F)F)c4)CC3)C2=O)cc1 (centres undefined),-14%,-7%,3.3%,.,-21%,?,-9,1%,21%
Clc1ccc(CNC2CN3CCC2CC3)cc1 (centres undefined),-11%,11%,-0.8%,-2%,-11%,i,-8,9%,11%
CCC(c1nnnn1-c1ccc(OC)cc1)N1CCC2(CC1)C(=O)NCN2c1ccccc1 (centres undefined),-1%,.,-0.8%,.,13%,?,-24,.,-4%
CCOc1ccc(CNC(=O)c2cccc(Nc3nc4ccccc4n4nnnc34)c2)cc1OC,63%[activator],-18%,3.4%,7.3µM*,13%,i,.,.,-12%
COC(=O)C1=C(c2ccc(F)cc2F)C[C@@H]2CC[C@H]1N2C(=O)NCc1ccc(C(F)(F)F)cc1,?,-8%,-0.4%,-1%,-13%,i,?,-9%,-17%
Cc1ccccc1C(O)(Cc1ccccc1)C1CN2CCC1CC2 (centres undefined),-16%,?,3.2%,19%,-20%,i,?,4%,-89%
COC(=O)CSc1cc([N+](=O)[O-])cc2c1c(C1OCCO1)nn2-c1ccccc1,-2%,-5%,0.0%,8%,0%,i,18,?,-4%

# Only part of the results is shown (hit frequency here may not be typical).
